GLP-1R agonist = GLP-1 receptor (human) agonism; P43220; Potency, µM (titrated, usually from 45.6 µM), for the others: at the highest dose activation, actives largely listed as activators; hit rate 0.007% among 380,000; HEK293 GLP-1R CRE-luciferase, luminescence, 4-6 h; cells express a hypersensitive GLP-1R form; note: potency is the fitted concentration of half-maximal effect; % of control where 0% means no effect
Target sequence (P43220 whole entry, looked up): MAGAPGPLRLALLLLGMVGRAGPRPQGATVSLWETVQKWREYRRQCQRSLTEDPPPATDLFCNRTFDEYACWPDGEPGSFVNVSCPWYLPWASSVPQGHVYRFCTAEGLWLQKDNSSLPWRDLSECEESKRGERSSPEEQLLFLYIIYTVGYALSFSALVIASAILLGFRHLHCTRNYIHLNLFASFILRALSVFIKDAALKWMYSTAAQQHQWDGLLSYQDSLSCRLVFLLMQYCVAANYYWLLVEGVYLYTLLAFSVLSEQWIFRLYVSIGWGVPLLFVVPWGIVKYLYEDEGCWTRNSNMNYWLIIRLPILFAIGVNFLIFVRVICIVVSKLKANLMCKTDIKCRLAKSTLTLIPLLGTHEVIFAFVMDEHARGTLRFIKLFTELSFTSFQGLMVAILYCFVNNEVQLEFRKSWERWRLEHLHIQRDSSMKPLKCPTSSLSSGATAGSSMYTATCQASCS
GLP1R cytotox = cytotoxicity counter-screen for GLP-1 receptor inverse agonists. HEK293 cAMP-luciferase reporter cells, luminescence, 24 h. Potency, µM (doses to about 38.3 µM), without a hit: at the highest dose activity change, negative = inhibition, hits mostly inhibitors. hit rate 0.13% among 410,000. AID 624418;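 note: loss of luciferase light is scored as toxicity; potency is the fitted concentration of half-maximal effect; % is set by controls: 0 for no effect and ±100 for the full control effect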
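Compound-treated cells are incubated 24 hr at 37 deg C under 5% CO2 after a 12 hour attachment period, then luciferase detection reagent is added and luminescence is measured following 12 min at room temperature; lowered signal indicates toxicity.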
PTHR1 ag = activates the human parathyroid hormone receptor PTHR1. Q03431. HEK293 GP2 PTHR1 cells, GloSensor cAMP luminescence, 1 h. Potency, µM (top dose mostly 115 µM), inactives show at the top dose activation, most hits filed as activators. hit rate 0.075% among 410,000. AID 743266; note: potency is the fitted concentration of half-maximal effect; nearly all actives have a fitted effect of over 55% in size; some results filed as inactive show a strong effect at the top dose; inactives centre near -15; many of its hits are not listed in these tables
Target sequence (Q03431 whole entry, looked up): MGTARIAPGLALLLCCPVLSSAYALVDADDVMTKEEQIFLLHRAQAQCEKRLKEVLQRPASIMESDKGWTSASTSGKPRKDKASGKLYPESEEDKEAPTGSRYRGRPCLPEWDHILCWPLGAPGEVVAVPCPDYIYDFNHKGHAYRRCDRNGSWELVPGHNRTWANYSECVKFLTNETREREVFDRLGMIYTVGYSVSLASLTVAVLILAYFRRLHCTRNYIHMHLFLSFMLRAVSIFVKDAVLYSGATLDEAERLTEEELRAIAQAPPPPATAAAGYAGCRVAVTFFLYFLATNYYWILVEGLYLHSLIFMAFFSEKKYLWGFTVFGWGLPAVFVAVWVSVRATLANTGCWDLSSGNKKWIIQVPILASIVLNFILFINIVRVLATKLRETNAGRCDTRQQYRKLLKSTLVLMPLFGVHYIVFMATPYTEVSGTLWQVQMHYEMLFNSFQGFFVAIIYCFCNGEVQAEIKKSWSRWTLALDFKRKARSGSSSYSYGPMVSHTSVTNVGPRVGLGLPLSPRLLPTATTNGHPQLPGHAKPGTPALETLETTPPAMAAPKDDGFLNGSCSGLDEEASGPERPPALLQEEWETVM
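HEK-293-derived GP2 cells expressing PTHR1 and a GloSensor cAMP reporter, 3,000/well, plated overnight, given luciferin plus IBMX (each 0.5 mM as added) for 1 h at 37 °C, then compound for 1 h at 37 °C. Luminescence was read after 15 min at room temperature.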
TDP43 rescue = rescues yeast growth from TDP-43 toxicity; TDP-43 expressing yeast growth rescue, BacTiter-Glo, 24 h; Potency, µM (series often up to 46.1 µM), without a hit: top-dose growth rescue (activation), most hits filed as activators; hit rate 1.8% among 410,000; AID 652104; note: potency is the fitted concentration of half-maximal effect; % of control where 0% means no effect; nearly all actives have a fitted effect of over 50% in size
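Growth rescue of TDP-43-toxic yeast measured as ATP luminescence (BacTiter-Glo). Cells grown to mid-log in raffinose, induced in galactose at OD600=0.02, exposed to compound 24 hr at 30 deg C.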
DRD3 agonist = activates the human D3 dopamine receptor. hit rate 0.58% among 410,000. D3R DiscoveRx beta-arrestin cells, luminescence, 90 min. P35462. max activation, %; in the data active = max activation above about 30%; note: 0% is about no effect; mostly tested at two doses, the higher about 12 µM
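Cells at 1500/well, incubated overnight, then treated with pinned compounds (dopamine as control) for 90 min at 37 degrees C. DiscoveRx reagent added for 30 - 60 minutes at room temperature; luminescence read.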
DRD3 antagonist = antagonists of human D3 dopamine receptor | D3R cells, DiscoveRx beta-arrestin luminescence, antagonist mode; hits give low values | AID 652054 | hit rate 2.5% among 360,000 | max response, negative = inhibition, %; in the data active = max response below about -50%; inconclusive = no clear call, values can overlap the other calls; note: % is set by controls: 0 for no effect and ±100 for the full control effect; mostly tested at two doses, the higher about 12 µM
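Cells plated overnight at 1500 cells/well, then exposed to library compounds with dopamine controls for 90 minutes at 37 degrees C. DiscoveRx reagent added for 30–60 minutes at room temperature; luminescence read, quantitative HTS format.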
KB-V1 cytotox = kills drug-selected multidrug resistant KB-V1 cells; KB-V1 MDR cells viability, CellTiter-Glo, 72 h; hit rate 3.4% among 400,000; AID 1347076; Potency, µM (highest dose often 46.1 µM), without a hit: top-dose activity change, negative = cytotoxicity, usual class: cytotoxic; note: potency is the fitted concentration of half-maximal effect; % is set by controls: 0 for no effect and ±100 for the full control effect; nearly all actives have a fitted effect of over 60% in size
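KB-V1 MDR subline cells in DMEM (phenol-red free, 10% FBS) exposed to compounds in qHTS concentration series for 72 h at 37 degrees C. Viability read by CellTiter-Glo luminescence; concentration-effect curves fitted after normalization and correction.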
GLP-1R inv ag = acts as inverse agonist at human GLP-1 receptor; P43220; Potency, µM (titrated, usually from 38.3 µM), inactives show top-dose activity change, negative = inhibition, most hits filed as inhibitors; HEK293 GLP-1R CRE-luciferase, luminescence, 24 h; GLP-1R form is constitutively active; hit rate 1.6% among 410,000; note: potency is the fitted concentration of half-maximal effect; % is set by controls: 0 for no effect and ±100 for the full control effect; nearly all actives have a fitted effect of over 55% in size
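Inverse agonists were sought by their lowering of basal cAMP reporter luciferase output in HEK293 cells stably carrying constitutively active human GLP-1R, after 24 h compound treatment.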
aSyn rescue = inhibitors of alpha-synuclein toxicity in yeast; Yeast expressing alpha-synuclein, growth rescue, BacTiter-Glo, 24 h; Potency, µM (series often up to 46.1 µM), for the others: at the top dose growth rescue (activation), actives largely listed as activators; hit rate 0.14% among 370,000; note: potency is the fitted concentration of half-maximal effect; % of control where 0% means no effect; nearly all actives have a fitted effect of over 65% in size
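Readout is rescue of growth in alpha-synuclein-expressing yeast, so inhibitors of toxicity appear as activators. Growth after 24 hr at 30 deg C in galactose medium is quantified by luminescence.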
The depositor's hits bear a star; i = inactive; ? = inconclusive; . = not tested or not shown; & = joins results of further samples; [ ] = remark or other dose. Unless noted, calls come from the whole dose curve; as a rule, active = well fitted curve in the direction sought with a large enough effect; inconclusive = small, poorly fitted or top-dose-only effect, or another doubt; inactive = no such curve, though single readings can be large; an effect the other way counts as inactive or inconclusive. Only part of the results is shown, so the mix of outcomes need not match the whole.

SMILES	GLP-1R agonist	GLP1R cytotox	PTHR1 ag	TDP43 rescue	DRD3 agonist	DRD3 antagonist	KB-V1 cytotox	GLP-1R inv ag	aSyn rescue
CCOC(=O)CN(C(=O)CSc1nnc(COc2ccc(OC)cc2)n1CC)c1ccccc1	1.4%	?	-20.5%	4.3%	-12.2	6.8	-16.8%	-11.3%	1.0%
NC1=C(Cl)C(=O)c2ccc(S(N)(=O)=O)cc2C1=O	-20.1%	?	i	24.6%	-7.0	?	?	?	-5.6%
CC(=O)NCCNc1nc2c(-c3cccc(C(F)(F)F)c3)nnn2c2ccccc12	5.3%	16.6%	-10.8%	3.3%	-7.9	?	6.8%	4.5%	0.6%
COc1ccc([N+](=O)[O-])cc1NC(=O)c1ccc(CN(c2ccccc2)S(C)(=O)=O)cc1	-0.8%	-18.9%	i	8.2%	2.1	2.2	-22.7%	6.3%	3.7%
CNC(=O)c1c[nH]c2ccc(S(=O)(=O)Nc3ccccc3F)cc2c1=O	-5.8%	-7.0%	-16.5%	-0.1%	-9.8	-13.0	12.6%	5.7%	0.7%
Cc1ccc(C)c(N2CCN(C3CCCCC3NS(=O)(=O)c3ccccc3)CC2)c1 (stereo not given)	0.0%	1.7%	-23.1%	2.7%	-2.6	-17.3	-28.7%	-34.3%	-2.5%
N#C/C(=C/c1ccc(-c2ccccc2)o1)c1nc(-c2cccs2)cs1	-6.8%	68.8%[activator]	-32.2%[inhibitor]	18.7%	-1.1	2.8	?	29.5%	-0.1%
CC[C@H](C)[C@@H](CN[C@H](CCCCNC)CNC)NCC1CCCC1	-0.1%	17.1%	i	17.7%	8.8	-25.1	0.0%	-5.2%	2.7%
COc1cc(/C=N\NC(=O)c2cccc(Cl)c2)ccc1Oc1ccc([N+](=O)[O-])cn1	6.7%	-9.7%	-26.5%	6.7%	4.0	4.6	?	?	-1.9%
Cc1ccccc1C(=O)N1N=C(c2cccc(NS(C)(=O)=O)c2)CC1c1cccs1 (stereo not given)	-7.2%	13.8%	-3.7%	12.3%	-4.5	-13.5	-0.3%	?	-6.9%
COc1ccc2oc(C(=O)OCC(=O)Nc3ccc(C)c(S(=O)(=O)N4CCOCC4)c3)c(C)c2c1	6.1%	-0.5%	-25.4%	?	0.3	13.4	16.1%	4.9%	6.5%
CC(NC(=O)c1ccc2c(c1)CCN2S(C)(=O)=O)c1ccccc1 (stereo not given)	.	-8.3%	-10.9%	9.4%	-9.6	.	-14.3%	0.8%	.
CCn1c(N2CCN(C(=O)/C=C/c3ccccc3)CC2)nc2ccccc21	17.5%	-0.6%	i	-1.3%[9.22 µM]	-13.2	3.6	-0.5%	-17.7%	-1.1%
CCOC(=O)C1Nc2c(cc(C(F)(F)F)cc2[N+](=O)[O-])C2c3ccccc3CC12 (stereo not given)	-2.4%	10.8%	i	0.3%	-4.8	24.3	-13.2%	?	16.0%
COC1=CC(=O)OC(c2ccc(C(F)(F)F)cc2)C1 (stereo not given)	.	0.4%	-17.5%	?	0.6	12.8	-2.2%	-4.6%	-8.8%
Cc1ccc(C)c(S(=O)(=O)N2CCN(C(=O)c3ccccc3Cc3ccccc3)CC2)c1	10.3%	2.4%	-13.7%	?	6.1	4.6	-16.9%	13.7%	-5.2%
COc1ccc2nc(C)[nH]c(=O)c2c1	-13.4%	2.9%	-9.4%[57.5 µM]	5.5%	4.2	12.5	8.4%	32.2%	9.1%
Cc1ccc2nc(SC(C)C(=O)N3CCOCC3)[nH]c2c1 (stereo not given)	-1.6%	12.2%	-22.2%	8.2%	3.7	5.9	3.5%	-5.5%	-1.1%
CCN(CC)C(=O)C1CCN(S(=O)(=O)c2ccc(C3CNC(=O)C3)cc2)CC1 (stereo not given)	-5.8%	-13.8%	-11.6%	9.5%	0.6	2.9	46.3%	0.2%	-4.6%
Cc1cccc(NC(=O)c2ccccc2NC(=O)c2ccccc2)n1	0.0%	-4.3%	-39.5%[inhibitor]	15.6%	3.5	40.5	0.0%	-24.4%	-9.4%
O=C(NCc1cccnc1)Nc1cccc(Cl)c1	-7.0%	6.4%	i	-3.0%	6.4	-0.9	7.7%	20.9%	-6.5%
O=C(CN(CC1CCCO1)C(=O)CNS(=O)(=O)c1ccc(F)cc1)NCCc1ccccc1 (stereo not given)	1.0%	-24.1%	i	17.5%	12.3	8.9	1.7%	-22.2%	2.5%
Cc1nc2sccn2c1-c1csc(NCc2ccccc2)n1	11.9%	2.3%	-68.2%[inhibitor][57.5 µM]	21.8%	20.1	12.6	13µM*	-9.0%	-1.9%
c1ccc(Cn2nnc(-c3ccccc3)n2)cc1	1.6%	7.4%	-2.7%	?	-6.3	-24.8	13.1%	-26.9%	-2.9%
O=C(CSc1ncnc2c1nnn2-c1ccc(F)cc1)NCc1ccco1	-3.5%	-23.8%	-7.7%[57.5 µM]	-18.6%	-13.5	25.1	5.5%	?	-2.9%

Filtered by structure: the compounds so far containing a thiophene ring, fused or not.
SMILES	GLP-1R agonist	GLP1R cytotox	PTHR1 ag	TDP43 rescue	DRD3 agonist	DRD3 antagonist	KB-V1 cytotox	GLP-1R inv ag	aSyn rescue
N#C/C(=C/c1ccc(-c2ccccc2)o1)c1nc(-c2cccs2)cs1	-6.8%	68.8%[activator]	-32.2%[inhibitor]	18.7%	-1.1	2.8	?	29.5%	-0.1%
Cc1ccccc1C(=O)N1N=C(c2cccc(NS(C)(=O)=O)c2)CC1c1cccs1 (stereo not given)	-7.2%	13.8%	-3.7%	12.3%	-4.5	-13.5	-0.3%	?	-6.9%

Other results:
SMILES	GLP-1R agonist	GLP1R cytotox	PTHR1 ag	TDP43 rescue	DRD3 agonist	DRD3 antagonist	KB-V1 cytotox	GLP-1R inv ag	aSyn rescue
CS(=O)(=O)NCCSc1cc(C(F)(F)F)nc2ccccc12	17.7%	?	-9.8%	-20.5%	1.7	-20.0	-21.6%	5.5%	-0.4%
CCOc1ccccc1C(=O)Nc1cc(-c2ccc(C)cc2)no1	.	12.9%	i	3.5%	-7.3	.	0.0%	0.9%	.
O=c1c2cc3c(nc2ncn1Cc1ccccc1F)CCCC3	.	6.7%	1.5%	8.8%	-22.2	.	-2.4%	?	.
CSc1ccc(NC(=O)CC(C)=O)cc1	-13.5%	5.0%	i	16.2%	-23.3	-15.8	-29.4%	-0.4%	3.5%
CCCCOCCCN1CC(=O)N2[C@@H](Cc3c([nH]c4ccccc34)C2(C)C)C1=O	0.0%	7.6%	-18.2%	15.0%	2.5	16.1	-2.3%	?	2.3%
O=C(Nc1ccc(Cl)cc1)c1cc(Br)ccc1OCC(=O)N1CCOCC1	-12.6%	4.9%	-21.8%	14.8%	-22.4	-13.1	.	?	0.9%
CC(C)n1c(NCc2nc3ccccc3n2C)nc2ccccc21	8.8%	3.8%	?	-6.7%	-11.2	-93.3*	-9.4%	0.0%	-1.4%
Cc1c(NC(=O)CN2CCN(c3ccc(O)cc3)CC2)c(=O)n(-c2ccccc2)n1C	1.3%	-7.8%	i	16.3%	2.0	-2.8	-4.4%	-18.5%	-2.0%
O=C(CCc1c[nH]c2ccccc12)NCCc1ccc(O)cc1	0.3%	-18.1%	-15.4%	-3.8%	3.9	-5.9	15.9%	9.5%	-0.2%
Cc1cccc(N2CCN(C(=O)NCc3noc4ccccc34)CC2)c1C	.	0.0%	-27.0%	?	8.4	.	?	?	.
Cc1ccccc1CN1[C@@H]2c3ccccc3C[C@@H]2OCCS1(=O)=O	2.5%	5.2%	i	13.5%	16.8	35.1	3.4%&-16.6%	-23.0%	6.2%
Cc1cc(NC(=O)NC(C)(C(F)(F)F)C(F)(F)F)no1	0.2%	7.4%	-1.2%	30.0%	-15.6	-30.0	3.0%	-0.7%	0.2%
Cc1cc(-c2nnc(CCC(=O)NC(c3ccccc3)c3ccccc3)o2)no1	9.2%	1.0%	-22.8%	8.3%	-1.0	4.0	-16.3%	16.0%	-4.0%
COc1cc([N+](=O)[O-])cc2sc(NC(C)=O)nc12	-2.8%	-0.2%	-1.0%	2.2%	-3.4	-15.9	-12.4%	16.9%	-3.6%
CN1CCC(N(C)C(=O)c2cc(-c3ccccc3Cl)nc3ccccc23)CC1	1.4%	-9.1%	?	2.5%	-11.3	-59.5*	-13.3%	?	-6.5%
COC(=O)c1ccc2c(=O)n(Cc3ccco3)c(SCC(=O)Nc3cc(C)on3)nc2c1	-0.5%	4.0%	i	9.9%	-7.5	0.5	24.3%	11.6%	-0.9%
CC(=O)NC1CC2CCCC(C1)N2C(=O)Nc1cccc(C(C)=O)c1 (stereo not given)	-6.9%	4.6%	-2.0%	2.9%	-0.9	-8.1	0.7%	1.6%	-1.1%
O=C(Nc1ccc([N+](=O)[O-])cc1)Nc1ccc(N2CCOCC2)c2nonc12	5.3%	-17.1%	-47.9%	-5.3%	-2.3	-1.9	4.7%	11.7%	2.0%
Cc1oc(=O)c(NC(=O)c2ccccc2)cc1C(C)O (stereo not given)	-0.2%	2.4%	i	-1.5%	0.1	-2.0	5.6%	0.4%	-6.4%
CN1CC(=O)N2C(c3cccc([N+](=O)[O-])c3)c3[nH]c4ccccc4c3C[C@H]2C1=O (stereo not given in full)	4.1%	-13.4%	i	2.8%	-4.2	-19.7	-1.3%	17.8%	0.7%
Cc1ccc(S(=O)(=O)N2CCOCC2)cc1C(=O)N1CCN(c2ccc(C(F)(F)F)cn2)CC1	21.8%	-2.2%	-24.8%	-6.6%	2.6	1.3	-3.4%	?	1.2%
CC1CCCC(NC(=O)CCn2c(=S)oc3ccccc32)C1C (stereo not given)	13.9%	-5.1%	-20.8%	0.1%	-13.2	-1.8	-2.9%	-1.3%	0.7%
COc1cccc(OCC(=O)O)c1	-0.6%	7.1%	-6.3%	17.7%	-2.4	2.1	2.2%	-8.2%	1.4%
COc1cc(/C=N/NC(=O)NC2CCCCC2)ccc1O	28.5%	9.1%	-10.3%	-9.7%	-12.1	-10.1	18.6%	69.0%[activator]	-7.5%
